Compound activity deposited in PubChem by Broad Institute.
TcdB GH inh = TcdB glycohydrolase inhibitors, primary screen, biochemical, single point, plate reader | Toxin B (Clostridioides difficile), P18177 | TcdB glycohydrolase enzymatic assay | inhibition, % at 9.99 µM | 0.24% of 350,000 active; in the data active = inhibition above about 10%
* hit, by the source's call. Some of the compounds tested; the hit share may differ from the screen's.

SMILES | TcdB GH inh
C[C@H]1CCCCO[C@@H](CN(C)C(=O)NC2CCCCC2)[C@@H](C)CN([C@@H](C)CO)C(=O)c2cc(NC(=O)Nc3cccc4ccccc34)ccc2O1 | 0.2
CCNC(=O)[C@@H]1[C@@H](CO)[C@@H]2Cn3c(ccc(-c4cccc(OC)c4)c3=O)[C@@H]2N1C(=O)NC(C)C | 0.1
COc1ccc(CN(C)C[C@@H]2Oc3ccc(NC(=O)c4ccncc4)cc3CC(=O)N([C@H](C)CO)C[C@@H]2C)cc1 | 0.4
C[C@@H]1CN([C@@H](C)CO)S(=O)(=O)c2ccc(C3=CCCCC3)cc2O[C@@H]1CN(C)S(C)(=O)=O | 0.2
C[C@H](CO)N1C[C@H](C)[C@H](CN(C)C(=O)Cc2cccnc2)Oc2ncc(-c3cccnc3)cc2C1=O | 0.3
CC(C)NC(=O)N(C)C[C@@H]1Oc2c(NC(=O)c3ccc(-c4nccs4)cc3)cccc2C(=O)N([C@@H](C)CO)C[C@@H]1C | -0.1
COCC(=O)N(C)C[C@@H]1Oc2cc(-c3ccc(C)cc3)ccc2S(=O)(=O)N([C@@H](C)CO)C[C@H]1C | -1.4
COCC(=O)N1[C@@H](CO)[C@@H]2c3ccccc3NC[C@@H]21 | 0.4
COCC#Cc1ccc2c(c1)O[C@H](CN(C)C(=O)NC(C)C)[C@H](C)CN([C@H](C)CO)S2(=O)=O | -0.1
COc1ccc(NC(=O)Nc2ccc3c(c2)C(=O)N([C@@H](C)CO)C[C@@H](C)[C@@H](CN(C)C(=O)Nc2ccccc2)O3)cc1 | -0.5
CC(C)NC(=O)Nc1ccc2c(c1)CC(=O)N([C@H](C)CO)C[C@@H](C)[C@@H](CN(C)C)O2 | -2.7
O=C(C[C@H]1C[C@@H]2c3cc(NC(=O)C4CCOCC4)ccc3O[C@@H]2[C@@H](CO)O1)NCc1ccc(Cl)cc1 | -0.7
O=C(Nc1ccccc1F)N[C@@H]1CC[C@@H](CCNC(=O)C2CC2)O[C@@H]1CO | -1.5
C/C=C/c1ccc2c(c1)O[C@@H](CN(C)C(=O)Nc1ccc(OC)cc1)[C@@H](C)CN([C@H](C)CO)S2(=O)=O | -0.2
Cc1ccccc1CN(C)C[C@H]1OCc2cn(nn2)CCCC(=O)N([C@H](C)CO)C[C@@H]1C | -0.4
C[C@@H]1CN([C@@H](C)CO)C(=O)CCCn2cc(nn2)CO[C@H]1CN(C)Cc1ccc(O)cc1 | 1.5
COCC(=O)Nc1ccc2c(c1)[C@@H]1C[C@H](CC(=O)N3CCc4ccccc4C3)O[C@H](CO)[C@@H]1O2 | -0.2
CC(C)NC(=O)Nc1ccc2c(c1)C(=O)N([C@@H](C)CO)C[C@H](C)[C@@H](CN(C)C(=O)NC(C)C)OCCCC[C@H](C)O2 | 1.2
CN(C)C(=O)C[C@@H]1CC[C@@H]2[C@H](COc3ccc(NC(=O)c4ccc(F)c(F)c4)cc3C(=O)N2C)O1 | -0.7
CNC[C@@H]1Oc2ccc(NC(=O)NC(C)C)cc2C(=O)N([C@@H](C)CO)C[C@H]1C | 0.9
CCCNC(=O)Nc1ccc2c(c1)C(=O)N(C)C[C@H](OC)[C@H](C)CN(CCC)[C@@H](C)CO2 | -0.8
CCc1csc(N2[C@@H](C#N)[C@@H](c3ccccc3-c3ccc(F)cc3)[C@@H]2CO)n1 | 1.1
C[C@@H]1CN([C@@H](C)CO)C(=O)c2cc(C#CC(C)(C)O)cnc2O[C@H]1CN(C)C(=O)c1ccccc1F | 1.3
C[C@H](CO)N1C[C@H](C)[C@H](CN(C)Cc2ccncc2)Oc2c(NC(=O)Nc3ccc(C(F)(F)F)cc3)cccc2C1=O | 0.7
CCCC#Cc1ccc([C@@H]2[C@H](C#N)N(C(=O)C3CC3)[C@H]2CO)cc1 | -12
COc1ccc2c3c([nH]c2c1)[C@@H](CO)N(C(=O)C1CCC1)CC31CN(C(=O)c2ccccn2)C1 | 0.1
CO[C@H]1CN(C)C(=O)c2cc(NC(=O)C3CCC3)ccc2OC[C@H](C)N(Cc2ccncc2)C[C@H]1C | 0.6
CCNC(=O)[C@@H]1[C@@H](CO)[C@@H]2Cn3c(ccc(-c4ccncc4)c3=O)[C@H]1N2Cc1ccccc1 | -0.5
C[C@H](CO)N1C[C@H](C)[C@@H](CN(C)C(=O)Nc2cccc3ccccc23)Oc2ccc(NS(=O)(=O)c3ccc(F)cc3)cc2CC1=O | 0.7
C/C=C/c1ccc2c(c1)O[C@@H](CN(C)C(=O)c1ccc3c(c1)OCO3)[C@H](C)CN([C@H](C)CO)S2(=O)=O | 0.7
C[C@@H]1CN([C@@H](C)CO)C(=O)c2cc(NS(C)(=O)=O)ccc2O[C@@H](C)CCCCO[C@H]1CN(C)C(=O)c1ccncc1 | 0.4
COc1cccc(-c2cnc3c(c2)C(=O)N([C@H](C)CO)C[C@@H](C)[C@@H](CN(C)Cc2ccc(C(=O)O)cc2)O3)c1 | -1.1
CO[C@H]1CN(C)C(=O)c2cc(NC(C)=O)ccc2OC[C@@H](C)N(C(=O)C2CCC2)C[C@H]1C | 0.1
COc1ccccc1-c1ccc2c(c1)O[C@H](CN(C)S(=O)(=O)c1ccccc1)[C@H](C)CN([C@@H](C)CO)S2(=O)=O | -0.6
CCCC(=O)N1CC2(CCN(C(C)=O)CC2)c2c(n(C)c3cc(OC)ccc23)[C@H]1CO | -0.1
CO[C@H]1CN(C)C(=O)c2ccc(NS(=O)(=O)CC(F)(F)F)cc2OC[C@@H](C)N(Cc2nccs2)C[C@@H]1C | 0.2
COc1ccc(NC(=O)N(C)C[C@@H]2Oc3ccc(NC(=O)Nc4ccc(C(F)(F)F)cc4)cc3CC(=O)N([C@H](C)CO)C[C@H]2C)cc1 | -0.9
O=C(C[C@@H]1CC[C@H](NC(=O)C2CC2)[C@H](CO)O1)NCc1ccccc1Cl | -0.2
CN(C)C(=O)c1cccc(-c2ccc([C@H]3[C@H]4CN(S(C)(=O)=O)CCCCN4[C@H]3CO)cc2)c1 | -0.2
O=C(C[C@@H]1CC[C@H]2[C@@H](COC[C@@H](O)CN2C(=O)Nc2ccc(C(F)(F)F)cc2)O1)NCC1CCCCC1 | 0.0
COc1ccc(CN(C)C[C@@H]2Oc3ccc(NC(=O)Nc4ccc(OC)cc4)cc3CC(=O)N([C@@H](C)CO)C[C@H]2C)cc1 | 0.4
CNC[C@H]1Oc2ccc(NC(=O)c3ccncc3)cc2CC(=O)N([C@@H](C)CO)C[C@H]1C | -0.3
C[C@@H]1CN([C@H](C)CO)C(=O)c2cc(C#Cc3ccncc3)cnc2O[C@H]1CN(C)C(=O)CN(C)C | -0.6
CO[C@H](CN(C)C(=O)c1ccc2c(c1)OCO2)[C@H](C)CN([C@@H](C)CO)S(=O)(=O)c1ccc(F)cc1 | -0.4
Cc1noc(C)c1NC(=O)N(C)C[C@@H]1Oc2ccc(NC(=O)NC3CCCCC3)cc2C(=O)N([C@@H](C)CO)C[C@@H]1C | 0.5
O=C(c1cccc(F)c1)N1CC(=O)N2[C@H](CO)[C@H](c3ccc(C4=CCCC4)cc3)[C@@H]2C1 | 0.2
CNC[C@@H]1Oc2c(NC(=O)c3ccncc3)cccc2C(=O)N([C@@H](C)CO)C[C@@H]1C | 1.1
CN(C)CCCNC(=O)C[C@@H]1CC[C@@H]2[C@H](COC[C@@H](O)CN2CC2CCCCC2)O1 | 0.3
CN1C(=O)c2cc(NC(=O)NC3CCCC3)ccc2OC[C@H]2O[C@H](CC(=O)O)CC[C@H]21 | 0.5
C[C@H](CO)N1C[C@H](C)[C@H](CN(C)C)Oc2ccc(NS(=O)(=O)c3cn(C)cn3)cc2CC1=O | -0.1

Quoted at random: 4 compounds from above, in no set order.
SMILES | TcdB GH inh
CNC[C@@H]1Oc2c(NC(=O)c3ccncc3)cccc2C(=O)N([C@@H](C)CO)C[C@@H]1C | 1.1
C[C@@H]1CN([C@H](C)CO)C(=O)c2cc(C#Cc3ccncc3)cnc2O[C@H]1CN(C)C(=O)CN(C)C | -0.6
O=C(c1cccc(F)c1)N1CC(=O)N2[C@H](CO)[C@H](c3ccc(C4=CCCC4)cc3)[C@@H]2C1 | 0.2
CN(C)CCCNC(=O)C[C@@H]1CC[C@@H]2[C@H](COC[C@@H](O)CN2CC2CCCCC2)O1 | 0.3

(continued)
SMILES | TcdB GH inh
C[C@H](CO)N1C[C@H](C)[C@H](CN(C)C(=O)c2ccccc2)OCCCC[C@H](C)Oc2ccc(NC(=O)Nc3cccc4ccccc34)cc2C1=O | -1.5
C[C@@H]1CN([C@@H](C)CO)C(=O)c2cc(NC(=O)CCC(F)(F)F)ccc2O[C@@H](C)CCCCO[C@@H]1CN(C)C(=O)CCCN(C)C | 0.5
C[C@@H]1CCCCO[C@@H](CN(C)Cc2ccc(Cl)c(Cl)c2)[C@H](C)CN([C@H](C)CO)C(=O)c2cc(NS(=O)(=O)c3cn(C)cn3)ccc2O1 | 0.9
OC(CSc1ccncc1)CC(O)c1ccccc1 (centres undefined) | -0.2
C[C@H](CO)N1C[C@H](C)[C@@H](CN(C)Cc2ccccc2)Oc2cc(C#C[C@@H](C)O)ccc2S1(=O)=O | -0.5
CCCC#Cc1ccc([C@H]2[C@H]3CN(C(=O)Nc4ccccc4F)CC(=O)N3[C@H]2CO)cc1 | -0.4
O=C(NCC[C@@H]1CC[C@@H](NC(=O)c2cnccn2)[C@H](CO)O1)Nc1ccc(F)cc1 | 0.5
CCC(=O)N1C[C@H](C)[C@@H](OC)CN(C)C(=O)c2cc(NC(=O)Nc3ccccc3)ccc2OC[C@@H]1C | 1.0
O=C(C[C@@H]1CC[C@H]2[C@@H](COC[C@@H](O)CN2Cc2nccs2)O1)NCc1ccc(Cl)cc1 | -0.4
Cc1noc(C)c1S(=O)(=O)Nc1ccc2c(c1)C(=O)N([C@@H](C)CO)C[C@@H](C)[C@@H](CN(C)C(=O)Nc1ccc(F)cc1)OCCCC[C@@H](C)O2 | -1.1

5 entries out of the list, sorted by formula weight, falling:
SMILES | TcdB GH inh
C[C@@H]1CCCCO[C@@H](CN(C)Cc2ccc(Cl)c(Cl)c2)[C@H](C)CN([C@H](C)CO)C(=O)c2cc(NS(=O)(=O)c3cn(C)cn3)ccc2O1 | 0.9
C[C@@H]1CN([C@@H](C)CO)C(=O)c2cc(NS(C)(=O)=O)ccc2O[C@@H](C)CCCCO[C@H]1CN(C)C(=O)c1ccncc1 | 0.4
C[C@H](CO)N1C[C@H](C)[C@H](CN(C)Cc2ccncc2)Oc2c(NC(=O)Nc3ccc(C(F)(F)F)cc3)cccc2C1=O | 0.7
CC(C)NC(=O)N(C)C[C@@H]1Oc2c(NC(=O)c3ccc(-c4nccs4)cc3)cccc2C(=O)N([C@@H](C)CO)C[C@@H]1C | -0.1
COCC(=O)Nc1ccc2c(c1)[C@@H]1C[C@H](CC(=O)N3CCc4ccccc4C3)O[C@H](CO)[C@@H]1O2 | -0.2

Other results:
SMILES | TcdB GH inh
O=C(NC1CCCC1)N1CCCCN2[C@H](C1)[C@H](c1ccc(-c3cncnc3)cc1)[C@@H]2CO | 0.5
C[C@@H]1CN([C@@H](C)CO)C(=O)c2cc(NS(=O)(=O)c3ccc(Cl)cc3)ccc2O[C@@H](C)CCCCO[C@@H]1CN(C)C(=O)CCCN(C)C | -0.2
C[C@H](CO)N1C[C@H](C)[C@H](CN(C)S(=O)(=O)c2ccc(C#N)cc2)Oc2ncc(-c3cccc(F)c3)cc2C1=O | -0.5
COc1ccc(S(=O)(=O)Nc2ccc3c(c2)C(=O)N([C@@H](C)CO)C[C@@H](C)[C@@H](CN(C)C)OCCCC[C@H](C)O3)cc1 | -6.5
CC(C)NC(=O)N1[C@H](CO)[C@H](c2ccc(C#CC3CC3)cc2)[C@@H]1C#N | 0.3
C[C@@H]1CN([C@@H](C)CO)C(=O)Cc2cc(NC(=O)Nc3ccc(F)cc3)ccc2O[C@H]1CN(C)Cc1ccccc1 | 1.2
CO[C@H]1CN(C)C(=O)c2cc(NC(=O)Nc3ccc4c(c3)OCO4)ccc2OC[C@H](C)NC[C@H]1C | 0.3
O=S(=O)(NCC[C@@H]1CC[C@H](NS(=O)(=O)c2cccc(Cl)c2)[C@@H](CO)O1)c1cccc(F)c1 | 0.1
C[C@@H]1CN([C@H](C)CO)C(=O)Cc2cc(NC(=O)CCCN(C)C)ccc2O[C@@H]1CN(C)CC1CCCCC1 | 0.1
C/C=C/c1ccc([C@@H]2[C@@H](CO)N3C(=O)CN(C(=O)c4cccc(F)c4)C[C@@H]23)cc1 | -1.1
O=C(Nc1ccc(F)cc1)N[C@H]1CC[C@@H](CCn2cc(-c3ccccc3F)nn2)O[C@H]1CO | -0.3
O=C(CN1CCOCC1)NCC[C@H]1CC[C@H](NC(=O)c2ccc3c(c2)OCO3)[C@@H](CO)O1 | -0.7
O=C(Nc1ccc(F)cc1)N1C[C@H]2[C@@H](c3ccccc31)[C@@H](CO)N2C(=O)Cc1cccnc1 | -0.7
O=C1C=CCCN1C(=O)/C=C/c1ccccc1 | -0.2
Cc1ccc(S(=O)(=O)N2C[C@H](O)COC[C@H]3O[C@@H](CC(=O)N4CCc5ccccc5C4)CC[C@@H]32)cc1 | -0.6
O=C(C[C@H]1CC[C@H](NS(=O)(=O)c2ccc(F)cc2)[C@@H](CO)O1)N1CCN(c2ccccc2)CC1 | -0.7
C[C@@H]1CN([C@H](C)CO)C(=O)Cc2cc(NC(=O)CCCCCC(=O)Nc3ccccc3N)ccc2O[C@H]1CN(C)C(=O)NC1CCCCC1 | -1.3
O=C(Cc1ccncc1)N1CCCCN2[C@H](CO)[C@@H](c3ccc(C#Cc4ccccc4F)cc3)[C@H]2C1 | 0.0
C[C@H]1CN([C@@H](C)CO)C(=O)Cc2cc(NC(=O)Cc3cn(C)c4ccccc34)ccc2O[C@@H]1CN(C)Cc1ccc(C(=O)Nc2ccccc2N)cc1 | -1.2
CO[C@H]1CN(C)C(=O)c2cc(NS(C)(=O)=O)ccc2OC[C@H](C)N(C(=O)C2CCC2)C[C@@H]1C | -1.3
Cc1cc(C(=O)Nc2cccc3c2O[C@H](CN(C)C(=O)Nc2ccc(F)cc2)[C@@H](C)CN([C@H](C)CO)C3=O)n(C)n1 | -4.4
C[C@H](CO)N1C[C@H](C)[C@@H](CN(C)Cc2ccc(-c3ccccc3)cc2)Oc2ccc(NS(C)(=O)=O)cc2CC1=O | 0.2
